Screening data (PubChem BioAssay)
aSyn tox rescue: alpha-synuclein toxicity suppression in yeast | S. cerevisiae alpha-synuclein toxicity rescue, BacTiter-Glo growth, 24 h | Potency, µM (titrated, usually from 46.1 µM), for the others: at the highest dose growth rescue (activation), actives largely listed as activators | 0.02% of 94,000 active; active = well fitted activation curve with a large enough effect; note: 0% is about no effect
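Growth restoration measured by BacTiter-Glo luminescence after 24 hr at 30 deg C; alpha-synuclein yeast, raffinose-pregrown to mid-log, were added at OD600=0.02 in galactose medium onto pinned compounds.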
* hit, by the source's call; & = joins results of further samples; [ ] = another dose, or the depositor's remark. Potency is the fitted concentration of half-maximal effect.

SMILES	aSyn tox rescue
Cc1ccc(-n2ccnc(SCC(=O)NC3CCCCC3)c2=O)cc1F	-53.9%[inhibitor]
CCN(C(=O)Cn1cnc2sc(C)c(S(=O)(=O)N3CCN(c4ncccn4)CC3)c2c1=O)c1ccccc1F	4.1%
CC(C)=CC(=O)Nc1nnc(-c2ccccc2C)s1	3.9%
N#Cc1ccc(CSc2nnc(NC(=O)c3ccc4ncsc4c3)s2)cc1	-5.2%
O=c1[nH]c(C2CCN(S(=O)(=O)/C=C/c3ccccc3)CC2)nc2c1nnn2Cc1ccc(F)cc1	5.7%
CCOc1ccccc1NC(=O)CN(CCc1ccccc1)S(=O)(=O)c1ccc(C)cc1	-2.4%
CCCN(CCC)CCCNC(=O)Cn1cnc2sc(C)c(S(=O)(=O)N3CCC(C)CC3)c2c1=O	2.5%&-6.8%
CCOC(=O)c1sc2ncn(CC(=O)Nc3cc(C)cc(C)c3)c(=O)c2c1C	-0.8%
O=C(Nc1ccccc1C(=O)NCCc1ccccc1)c1cnccn1	-2.7%
CC(C)(C)NC(=O)CN(Cc1ccc2c(c1)OCO2)C(=O)CCC(=O)Nc1nccs1	3.2%
CN(CC(=O)Nc1ccccc1-c1ccccc1)Cc1ccccc1Cl	5.1%
COc1ccc(C(=O)N(Cc2ccccc2)c2ccc(C)cc2)cc1S(=O)(=O)N1CCOCC1	7.2%
CN(Cc1ccccc1)C(=O)CSc1c2c(nc3ccc(Cl)cc13)CCCC2	16.9%
COC(=O)c1ccc(/C=C2/C(=O)Oc3ccccc32)cc1	14.3%
COc1ccc(C(=O)c2cc([N+](=O)[O-])ccc2N2CCN(C)CC2)cc1	4.9%
Cc1c(-c2cc(C(=O)O)no2)cnn1C	0.2%
O=C(CCN1C(=O)c2ccccc2S1(=O)=O)N1CCN(c2cccc(Cl)c2)CC1	6.8%
COc1ccccc1CNC(=O)C[C@@H]1C[C@H]2c3cc(N(C)C)ccc3O[C@H]2[C@H](CO)O1	9.5%
CCC(=O)C1=C(c2ccc(F)cc2)N(C(=O)CC)n2c(nnc2C2CCCCC2)S1	11.4%
Cc1ccccc1C(=O)NC(CC(C)C)C(=O)Nc1ccc(F)c([N+](=O)[O-])c1 (stereo not given)	3.5%
Nn1c(SCC(=O)Nc2ccccc2F)nnc1-c1cccs1	-1.1%
COc1ccccc1OCCNC(=O)CNC(=O)c1ccc(Cl)c(Cl)c1	4.3%
COc1ccc(C2C=C(c3ccccc3)Nc3nc(NC(=O)/C=C/c4ccc(Cl)cc4)nn32)cc1 (stereo not given)	-1.7%
CC1CCCN(C(=O)c2cc3c(=O)n(C)c4ccccc4c3s2)C1 (stereo not given)	-3.2%
CCCNC(=O)C[C@@H]1C[C@H]2c3cc(NC(=O)c4ccc5c(c4)OCO5)ccc3O[C@H]2[C@@H](CO)O1	-5.5%

Look-ups from the list.
`CCCNC(=O)C[C@@H]1C[C@H]2c3cc(NC(=O)c4ccc5c(c4)OCO5)ccc3O[C@H]2[C@@H](CO)O1` in aSyn tox rescue shows -5.5%
`CCC(=O)C1=C(c2ccc(F)cc2)N(C(=O)CC)n2c(nnc2C2CCCCC2)S1` in aSyn tox rescue shows 11.4%
`COc1ccc(C(=O)c2cc([N+](=O)[O-])ccc2N2CCN(C)CC2)cc1` in aSyn tox rescue shows 4.9%
`COC(=O)c1ccc(/C=C2/C(=O)Oc3ccccc32)cc1` in aSyn tox rescue shows 14.3%

Quoted at random: 4 records from the list.
SMILES	aSyn tox rescue
CCC(=O)C1=C(c2ccc(F)cc2)N(C(=O)CC)n2c(nnc2C2CCCCC2)S1	11.4%
O=C(Nc1ccccc1C(=O)NCCc1ccccc1)c1cnccn1	-2.7%
O=c1[nH]c(C2CCN(S(=O)(=O)/C=C/c3ccccc3)CC2)nc2c1nnn2Cc1ccc(F)cc1	5.7%
N#Cc1ccc(CSc2nnc(NC(=O)c3ccc4ncsc4c3)s2)cc1	-5.2%

Another view of three compounds above.
| SMILES | aSyn tox rescue |
| --- | --- |
| COc1ccc(C(=O)c2cc([N+](=O)[O-])ccc2N2CCN(C)CC2)cc1 | 4.9% |
| O=C(Nc1ccccc1C(=O)NCCc1ccccc1)c1cnccn1 | -2.7% |
| CC(C)=CC(=O)Nc1nnc(-c2ccccc2C)s1 | 3.9% |

Only part of the results is shown; count on the stated rates, not on these rows.
